TNAP activation fold = stimulation of alkaline phosphatase TNAP activity – biochemical, luminescent, no phosphate acceptor, uHTS, primary screen (AID 1001); purified TNAP, luminescent activation assay, no phosphate acceptor; higher activation fold means a stronger effect; activation fold at 20 µM; hits with a dose series show EC50 in µM; 200,000 tested, 0.03% active; in the data active = activation fold from about 3, or a potency from the dose series; inactive = the rest, 99 in 100 with activation fold below about 1.6; note: many of its hits are not listed in these tables
NOD1 NF-kB reporter = inhibition of NOD1-driven NF-kB reporter – cell-based, luminescence, uHTS, primary screen (AID 1578). NOD1-driven NF-kB luciferase reporter cells, luminescence; higher % means a stronger effect. inhibition, % at 4 µM; hits with a dose series show EC50 in µM. 290,000 tested, 1% active; in the data active = inhibition mostly above about 36%, no sharp cut-off; inactive = mostly below about 34%;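 note: HEK-293T reporter cells stimulated with the NOD1 agonist gamma-tri-DAP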
KOR beta-arrestin-1 = KOR agonists, beta-arrestin recruitment, primary screen, cell-based, luminescence, uHTS (AID 1777). 280,000 tested, 0.02% active. KOR beta-arrestin recruitment, luminescence; higher % means a stronger effect. activation, % at 10 µM; hits with a dose series show EC50 in µM; in the data active = activation above about 50%, passing the limit was not always enough; note: a part of the inactive calls stands beside numbers as strong as those of hits
NTR1 agonist = agonists of NTR1, primary screen, imaging, U2OS cells, beta-arrestin-GFP, high content (AID 493036); NTR1-U2OS beta-arrestin-GFP spot imaging, agonist mode; activation, % at 20 µM; P30989; 330,000 tested, 0.17% active;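 active = activation at or above 40% of the spot to cytoplasm intensity ratio, with at least 20 cells analyzed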;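 note: 0% = DMSO without peptide and 100% = 100 nM NTR1 peptide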
Target sequence (P30989 whole entry, looked up): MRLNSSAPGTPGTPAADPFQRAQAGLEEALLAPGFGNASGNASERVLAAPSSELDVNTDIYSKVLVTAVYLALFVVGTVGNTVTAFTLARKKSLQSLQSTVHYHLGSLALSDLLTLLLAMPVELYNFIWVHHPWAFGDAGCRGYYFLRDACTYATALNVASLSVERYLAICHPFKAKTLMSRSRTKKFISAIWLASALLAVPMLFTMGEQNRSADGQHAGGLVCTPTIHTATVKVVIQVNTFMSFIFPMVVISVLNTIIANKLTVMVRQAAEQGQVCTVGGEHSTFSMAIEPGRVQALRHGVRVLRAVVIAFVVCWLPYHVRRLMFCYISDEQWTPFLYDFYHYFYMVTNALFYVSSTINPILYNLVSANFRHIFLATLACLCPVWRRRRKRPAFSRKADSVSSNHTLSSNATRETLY
Yfh1-depleted yeast = enhancers of respiration in Yfh1-depleted yeast, dose response, Friedreich's ataxia, plus single-dose screen (AID 1465); 220,000 tested, 0.074% active; fold induction at 50 µM, or EC50 in µM where a hit was titrated; S. cerevisiae Yfh1-off respiration, WST-1 reduction, 72 h; higher fold induction means a stronger effect;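 active = fold induction of absorbance versus untreated yeast above a set limit, then at least 30% activation at any dose in follow-up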;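 note: activators that raise dye reduction in frataxin-depleted yeast; strong numbers were not always called active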
HEK293 NOD2/NF-kB = NOD2 signaling inhibitors, cell-based, luminescence, uHTS, HEK293 (AID 1566) | inhibition, % at 4 µM; hits with a dose series show EC50 in µM | 290,000 tested, 0.63% active | HEK293 NOD2/NF-kB luciferase reporter, luminescence; higher % means a stronger effect; note: many of its hits are not listed in these tables
KOR beta-arrestin-2 = kappa opioid receptor blockers – cell-based, luminescence, uHTS (AID 1778); 290,000 tested, 0.091% active; KOR beta-arrestin recruitment, luminescence, antagonist mode; higher % means a stronger effect; one-dose inhibition, % at 10 µM; IC50 in µM for titrated hits; note: strong numbers were not always called active
ER stress rescue = rescue of cells from ER stress-induced death, primary screen, 384-well, CSM14.1, thapsigargin, ATP luminescence (AID 1222); CSM14.1 thapsigargin-induced death rescue, ATP luminescence; higher % means a stronger effect; one-dose cellular ATP content (survival), % at 20 µM; EC50 in µM for titrated hits; 190,000 tested, under 10 active;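 active = EC50 below 50 µM in the dose-response confirmation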;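 note: death triggered by thapsigargin at about 15 µM added after 2 h compound pretreatment; cell ATP read after overnight thapsigargin exposure of roughly 18 to 22 hours; normalized against plate controls of thapsigargin alone and 5% DMSO vehicle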
GPR55 activation = GPR55 agonists via beta-arrestin recruitment, primary screen, imaging, U2OS cells, beta-arrestin-GFP redistribution (AID 1961); 290,000 tested, 0.048% active; activation, % at 10 µM, or EC50 in µM where a hit was titrated; U2OS GPR55 beta-arrestin-GFP redistribution imaging; higher % means a stronger effect;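 active = activation above 40% with more than 50 cells counted in the well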;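 note: U2OS osteosarcoma cells stably expressing GPR55 and beta-arrestin-GFP; plate controls were DMSO negative control for no effect and LPI positive control for full effect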
NTR1 agonist cell count 20 µM = further read-out of NTR1 agonist, marked with its call; cell count; measured here: cell count, cytotoxicity flag
Starred values were filed as active, the others as inactive; i = inactive; . = not tested or not shown; [ ] = another dose, or the depositor's remark. Cut-off read from the data, not from the text of the source, unless noted: active = inhibition above about 50%; inactive = the rest. These rows are one share of the data; count on the stated rates, not on these rows.

Under each structure: TNAP activation fold | NOD1 NF-kB reporter | KOR beta-arrestin-1 | NTR1 agonist | NTR1 agonist cell count 20 µM | Yfh1-depleted yeast | HEK293 NOD2/NF-kB | KOR beta-arrestin-2 | ER stress rescue | GPR55 activation
COc1ccc(-c2nnn(CC(=O)N(Cc3cccs3)C(C)C(=O)NCCC(C)C)n2)cc1OC (configuration not stated)
  1.3 | 3% | -1.6% | -0.9 | 41 | i | 1% | -26% | 2.0% | -0.2%
Cc1ccc(SCCC(=O)OCC(=O)NCC2CCCCC2)cc1
  1.1 | -33% | -3.6% | 0.0 | 39 | i | 7% | 6% | -0.3% | -0.6%
CC(=O)Oc1ccc(Cl)cc1/C=C/c1ccc2ccccc2n1
  1 | -29% | -1.0% | 18 | 54 | i | -160% | 2% | -2.7% | 0.3%
NNC(=O)c1cnn(Cc2ccccc2)c1N
  1 | -14% | 3.2% | 1.5 | 49 | i | -4% | -18% | 2.5% | 0.0%
COC(=O)c1c(NC(C)=O)sc(Cc2ccccc2)c1C
  1.1 | 5% | 3.9% | 2.1 | 56 | i | 15% | -10% | 6.5% | 0.5%
Cc1cccc(OCC(=O)Nc2cccc(-c3nnc(-c4ccccc4)o3)c2)c1C
  1.1 | -34% | 20% | 2.5 | 31 | i | -25% | -138% | -1.2% | 0.2%
COc1cccc(/C=C(/C(=O)OCC(=O)NC2CCCC(C)C2C)c2ccccc2)c1 (configuration not stated)
  1 | 46% | 1.8% | . | . | i | -6% | -14% | -1.3% | -0.1%
CCOC(=O)c1ccc(NS(C)(=O)=O)cc1
  1.1 | -10% | -8.1% | 0.5 | 42 | i | -4% | 12% | 1.6% | 0.2%
O=C(NCCc1ccccc1)C1CCCN(S(=O)(=O)c2cccs2)C1 (configuration not stated)
  1.1 | 3% | -4.0% | -0.5 | 96 | i | 16% | 38% | . | -0.2%
CCOc1ccc(OCC)c(NC(=O)C2CCCN(S(=O)(=O)c3cnc[nH]3)C2)c1 (configuration not stated)
  1.1 | -11% | 3.5% | 1.1 | 55 | i | 2% | -2% | -1.3% | -0.1%
COc1cc(Cl)c(C)cc1NC(=O)COc1ccccc1[N+](=O)[O-]
  1.1 | -16% | 9.4% | 7.0 | 82 | i | -22% | -5% | 1.0% | 0.2%
Cc1ncc([N+](=O)[O-])n1Cc1ccccc1
  1.1 | 0% | 4.1% | 2.3 | 54 | i | 13% | 3% | -2.3% | 0.1%
COc1cccc(N(CC(=O)N/N=C(\C)c2cccs2)S(C)(=O)=O)c1
  1.1 | -5% | -5.8% | -2.0 | 47 | i | 20% | 13% | -2.8% | -0.2%
Nc1n[nH]c2cccc(Cl)c12
  . | 2% | -4.2% | -0.4 | 48 | i | 9% | 3% | . | 0.0%
CN1C(=O)C(O)(CC(=O)c2cccs2)c2ccccc21 (configuration not stated)
  1 | -23% | . | 1.6 | 57 | i | 10% | 5%[20 µM] | -0.7% | -0.1%
CCCCCC(=O)Nc1cccc(C2=NOC3(C2)C[C@H](C(N)=O)N(C(=O)[C@H]2CCC(=O)N2)C3)c1 (some centres not stated)
  . | -3% | -1.0% | -3.3 | 91 | i | 14% | -12% | . | 0.3%
CC(C)(C)n1nc2c(c1NC(=O)c1cccs1)CS(=O)C2 (configuration not stated)
  1.1 | 6% | -0.2% | -1.7 | 77 | i | 11% | 3% | 1.2% | -0.1%
CCCNC(=S)NCc1ccc(Cl)cc1
  1 | -9% | 7.2% | 0.6 | 72 | i | 8% | -8% | 10% | 0.0%
O=C(COC(=O)c1cc(F)cc(F)c1)Nc1cccnc1Cl
  1.1 | -20% | 8.1% | -0.5 | 53 | i | 5% | -28% | -5.0% | -0.6%
Cc1ccc(NC(=O)CC2S/C(=N/N=C/c3ccco3)NC2=O)cc1Cl (configuration not stated)
  1 | 1% | 6.1% | 2.5 | 71 | i | 22% | -61% | -2.1% | -0.4%
COc1ccc2c(c1)C1(Nc3ccccc3-c3nc4ccccc4n31)C(=O)N2C (configuration not stated)
  1.1 | -13% | . | -1.2 | 43 | i | 0% | . | -1.8% | 0.3%
CC(C)c1cc(-c2cc(-c3ccc(Cl)cc3)on2)nc(NC2CCCC2)n1
  . | -5% | 4.8% | 3.9 | 80 | i | 18% | 15% | . | -0.2%
CC1CCC(NC(=O)CNC(=O)Cc2cccc3ccccc23)CC1 (configuration not stated)
  . | 20% | -0.1% | 1.3 | 32 | . | -19% | -14% | . | -0.2%
O=C(NCc1ccccc1OC(F)(F)F)C1CCC(=O)N(Cc2cccc(F)c2)C1 (configuration not stated)
  . | -19% | 5.1% | 1.6 | 48 | . | 1% | 9% | . | -0.1%
CC1(C)CC(=O)C2=C(C1)N(c1ccc(F)cc1)C(=O)CC2c1ccccc1 (configuration not stated)
  1.2 | 0% | -2.3% | 0.1 | 87 | i | 4% | -8% | -0.3% | 0.3%
Oc1c(Cl)cc(Cl)cc1C=Nc1ccc2c(c1)OCCO2
  1 | 57% | . | 1.4 | 88 | i | 7% | 5% | -3.3% | -0.1%
COc1ccc(S(=O)(=O)Nc2ccc(F)c(F)c2)cc1Cl
  1.1 | 3% | -1.0% | 1.2 | 52 | i | 11% | 34% | -0.2% | -0.2%
Cn1cc([N+](=O)[O-])c(C(=O)N/N=C/c2ccccc2)n1
  1 | -6% | -1.4% | 1.6 | 41 | i | 18% | 0% | -2.5% | 0.0%
Cc1ccc(Cn2cnc3ccccc32)cc1
  1 | 11% | -3.5% | 1.6 | 70 | i | 15% | -8% | -1.8% | 0.3%
Cn1c(=O)c2c(nc(SCCN3CCOCC3)n2Cc2ccc(F)cc2)n(C)c1=O
  1.1 | 8% | -5.7% | -0.7 | 55 | i | 4% | 12% | -1.1% | 0.3%
CCC1CCCCN1C(=O)c1ccc2nc(Cc3ccc(OC)cc3)oc2c1 (configuration not stated)
  . | -66% | -0.3% | 0.8 | 60 | . | -28% | 12% | . | -0.1%
O=C(N/N=C/c1c(O)n(Cc2ccco2)c(=O)[nH]c1=O)c1ccccc1
  . | -8% | 2.4% | -0.6 | 40 | i | -5% | 10% | . | -0.1%
COc1ccc(O)c(/C=C(\C#N)C(=O)Nc2cccnc2)c1
  1 | -28% | -2.0% | -0.7 | 57 | . | -12% | 6% | 1.3% | -0.2%
Cc1cccc(NS(=O)(=O)c2ccc(NC(=O)CN(c3cc([N+](=O)[O-])ccc3C)S(C)(=O)=O)cc2)c1
  1.1 | -21% | -1.6% | 3.8 | 46 | i | 2% | 26% | 2.0% | 0.8%
O=S(=O)(c1ccccc1)N1N=C(c2cccs2)CC1c1ccc(F)cc1 (configuration not stated)
  1 | . | 4.9% | 0.9 | 97 | i | 11% | -42% | -2.0% | -0.1%
O=C(N/N=C/c1ccco1)c1cc(C2CC2)nc2ccccc12
  1.1 | 6% | 0.8% | -0.6 | 66 | i | 8% | -62% | -3.2% | -0.4%
CC(C)OCCCNC(=O)CNC(=O)c1ccc(Cl)c(Cl)c1
  1.1 | -29% | -1.0% | -1.0 | 28 | i | 15% | -2% | -0.3% | 0.1%
Cc1ccc(S(=O)(=O)NCC(=O)N2CCOCC2)cc1
  1.1 | 1% | -4.9% | -1.3 | 13 | i | 9% | -5% | 1.7% | 0.3%
O=C1CC(c2ccc(S(=O)(=O)NCc3ccncc3)cc2)CN1 (configuration not stated)
  0.9 | -9% | -3.1% | -4.0 | 53 | i | 3% | 20% | -0.7% | 0.4%
Cc1cc(NC(=O)CS(=O)(=O)c2cn(Cc3ccc(F)cc3)c3ccccc23)no1
  1 | 23% | 1.7% | 1.2 | 88 | i | 14% | 14% | 0.1% | -0.1%
CC1=CC(C)(C)N(C(=O)Nc2ccccc2)c2ccccc21
  1 | 31% | 5.7% | 0.5 | 49 | . | 5% | -9% | -1.9% | -0.5%
COc1cc(NC(=S)N2CCCC2)cc(OC)c1
  . | -19% | 5.5% | -0.1 | 74 | . | 6% | -13% | . | 0.3%
CN1c2ccccc2Oc2nnc(Cl)cc21
  1.1 | -16% | -11% | 5.3 | 85 | i | -8% | -14%[20 µM] | 1.2% | -0.1%
O=C(Nc1ccccc1)Nc1nnc(-c2ccccc2)o1
  0.9 | -10% | 6.9% | 0.9 | 78 | i | -4% | -23% | -1.6% | 0.3%
CC(C)c1ccc(/C=N/NC(=O)C2CCCC2)cc1
  . | -52% | 0.4% | 2.9 | 59 | . | -16% | -8% | . | -0.1%
CN(C)/C=C/c1[nH]c(=O)[nH]c(=O)c1[N+](=O)[O-]
  . | 0% | . | -1.0 | 65 | i | 15% | 25% | . | -0.1%
Cc1cc2oc(=O)cc(-c3cc4ccccc4o3)c2cc1O
  . | -8% | -2.2% | 2.9 | 66 | . | 20% | -20% | . | -0.1%
COc1cc(NC(=O)c2cc(-c3ccco3)on2)c(OC)cc1Cl
  1.1 | 4% | 9.4% | 0.8 | 75 | . | 31% | -34% | -1.3% | -0.1%
CCOc1ccc(CCNC(=O)c2cc3sc(Cl)cc3n2C)cc1OCC
  1.1 | 10% | 0.0% | -4.3 | 17 | i | 33% | -2% | -3.9% | 0.2%
COc1ccc(CNC(=O)C(=O)NCC2OCCN2S(=O)(=O)c2ccc(OC)cc2)cc1 (configuration not stated)
  . | -3% | 2.7% | -0.7 | 13 | . | 20% | -14% | . | 0.3%
Cc1cccc(C)c1NC(=O)COc1ccccc1C(=O)Nc1ccc(Br)cn1
  1.1 | -22% | 5.3% | 12 | 42 | i | -3% | -1% | -2.0% | -0.1%
O=C1CC(Sc2nnnn2-c2ccccc2)C(=O)N1c1cccc(Cl)c1 (configuration not stated)
  1.1 | -5% | -2.3% | 1.8 | 26 | i | 0% | -10% | -2.2% | -0.2%
Cc1cc(N2CCOCC2)n2cc(-c3ccccc3)nc2n1
  1.1 | -31% | -9.0% | 0.8 | 58 | i | 4% | -8% | 0.2% | -0.3%
CN1CCN(CCC(=O)N/N=C/C=C2\N(C)c3ccccc3C2(C)C)CC1
  1.1 | -30% | -1.7% | -0.7 | 37 | i | 8% | -7% | -0.7% | -0.3%
O=C(CCNS(=O)(=O)c1cccc2nsnc12)NCc1ccccc1
  . | -12% | -3.2% | -1.1 | 41 | . | 11% | 3% | . | 0.1%
CCOC(=O)CN1C(=O)Nc2ccc(Br)cc2C1c1ccccc1 (configuration not stated)
  1 | 26% | -1.4% | 2.8 | 80 | i | 25% | 22% | -0.2% | 0.2%

Structural class: the compounds so far containing bromine
Under each structure: TNAP activation fold | NOD1 NF-kB reporter | KOR beta-arrestin-1 | NTR1 agonist | NTR1 agonist cell count 20 µM | Yfh1-depleted yeast | HEK293 NOD2/NF-kB | KOR beta-arrestin-2 | ER stress rescue | GPR55 activation
Cc1cccc(C)c1NC(=O)COc1ccccc1C(=O)Nc1ccc(Br)cn1
  1.1 | -22% | 5.3% | 12 | 42 | i | -3% | -1% | -2.0% | -0.1%
CCOC(=O)CN1C(=O)Nc2ccc(Br)cc2C1c1ccccc1 (configuration not stated)
  1 | 26% | -1.4% | 2.8 | 80 | i | 25% | 22% | -0.2% | 0.2%

Screening data: PubChem BioAssay, several laboratories
